From PubChem BioAssay
BCR signal inh – inhibitors of chronic active B-cell receptor signaling; ABC-DLBCL IkBa-CBG/CBR reporter, luminescence ratio, 4 h; Potency, µM (doses to about 46.1 µM), for inactives: at the top dose ratio change, negative = lower green/red ratio, actives largely listed as inhibitors; 340,000 compounds, 0.05% hits; AID 493014; active means well fitted inhibition curve with a large enough effect in the signal ratio, with a control signal flat, not every such curve was filed as active; inconclusive means small, poorly fitted or top-dose-only effect, or effect the other way, or a change in a side signal; the % refers to the signal ratio;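 further: potency means the concentration at half of the fitted maximal effect; plate controls were basal doxycycline-induced cells for no effect and cells given 10 µM MG132 for full effect; MG132 reads +100%, hits lower the ratio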
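TMD8 ABC-DLBCL cells carrying doxycycline-inducible green luciferase fused to IkappaBalpha plus unfused red luciferase were exposed to compounds (up to 46 uM) for 4 hrs at 37C. Activity came from the overlap-corrected green/red luminescence ratio.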
A-T KAP1 phos – potential ataxia-telangiectasia treatments restoring KAP-1 phosphorylation | […] A-T fibroblasts, KAP-1 phosphorylation AlphaLISA; neocarzinostatin DNA damage 30 min before lysis | Potency, µM (titrated, usually from 57.5 µM), without a hit: top-dose activation, hits mostly activators | 320,000 compounds, 0.19% hits | AID 485349; further: potency means the concentration at half of the fitted maximal effect; % of control where 0% means no effect; nearly all actives have a fitted effect of over 45% in size
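ATM-like activity read as KAP-1 phosphorylation via AlphaLISA donor/acceptor antibody pairs after lysis and 6 hr at 25C. Cells were ATM-null patient fibroblasts ([…], hTERT), dosed 60 min, then exposed to the DSB inducer NCS for 30 min.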
S-ASM inh – human S-ASM enzyme inhibition. 340,000 compounds, 0.006% hits. P17405. placental ASM, HMU-PC fluorogenic substrate, 60 min. Potency, µM (highest dose often 57.5 µM), for inactives: top-dose activity change, negative = inhibition, actives largely listed as inhibitors; further: potency means the concentration at half of the fitted maximal effect
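HMU-PC0 cleavage (9 uM final) by human placental ASM, 60 min at 37 °C following 10 min compound exposure at RT; stopped at pH 10, fluorescence Ex 386/Em 447 nm.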
TSHR antagonist – blocks TSH signaling through the human TSH receptor. P16473. TSHR-expressing cells, TSH-stimulated cAMP HTRF, 2 h; active compounds read low. activity change, negative = inhibition, % at 11.5 µM. 330,000 compounds, 0.2% hits;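 active means activity change below a set negative limit, meaning inhibition stronger than a set level, cut at about -70% in these data; inconclusive means activity change between two set negative limits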; further: on the % scale 0 is the no-effect control and ±100 the full control effect
Target sequence (P16473 whole entry, looked up): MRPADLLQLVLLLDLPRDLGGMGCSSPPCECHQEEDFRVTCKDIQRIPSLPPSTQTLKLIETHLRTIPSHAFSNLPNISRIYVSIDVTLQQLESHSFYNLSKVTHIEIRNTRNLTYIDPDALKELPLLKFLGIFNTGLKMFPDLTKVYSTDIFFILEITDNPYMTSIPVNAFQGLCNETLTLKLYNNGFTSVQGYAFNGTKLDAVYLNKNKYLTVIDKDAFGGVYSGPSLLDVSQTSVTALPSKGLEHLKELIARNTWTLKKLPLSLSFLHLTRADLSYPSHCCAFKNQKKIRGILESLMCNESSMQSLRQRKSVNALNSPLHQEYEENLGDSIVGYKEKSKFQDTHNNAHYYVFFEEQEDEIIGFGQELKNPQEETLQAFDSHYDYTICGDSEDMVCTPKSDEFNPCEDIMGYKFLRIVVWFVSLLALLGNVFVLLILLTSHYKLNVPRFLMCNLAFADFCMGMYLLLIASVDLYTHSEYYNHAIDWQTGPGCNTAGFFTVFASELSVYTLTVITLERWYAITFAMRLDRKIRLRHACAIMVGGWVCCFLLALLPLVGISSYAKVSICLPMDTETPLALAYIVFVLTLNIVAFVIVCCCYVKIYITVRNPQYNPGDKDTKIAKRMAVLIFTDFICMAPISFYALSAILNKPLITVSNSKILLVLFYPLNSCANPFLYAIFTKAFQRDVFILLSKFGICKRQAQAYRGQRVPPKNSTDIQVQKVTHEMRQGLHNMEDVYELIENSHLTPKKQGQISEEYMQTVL
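Cell-based HTRF cAMP assay; TSHR cells + compound, TSH EC80 (4nM final), 2 h, 37 deg C. Lysis with anti-cAMP cryptate and cAMP-d2, 30 min RT, read 665/620 nm.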
Tb PFK block – T. brucei PFK enzyme inhibition. O15648. T. brucei PFK, ADP-Glo luminescence. Potency, µM (top dose mostly 57.5 µM), for the others: top-dose activity, negative = inhibition, usual class: inhibitors. 330,000 compounds, 0.17% hits. AID 485367;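 further: potency means the concentration at half of the fitted maximal effect; 0% = uninhibited 1x PFK enzyme wells and -100% = no-enzyme wells; nearly all actives have a fitted effect of over 60% in size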
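In TEA buffer at pH 8.0 with 5 mM MgCl2, enzyme (1.25 nM) converted F6P (0.5 mM) and ATP (0.1 mM) for 45 min at room temperature. ADP product was read by luciferase luminescence.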
PTAP TSG101 blk – blocks PTAP/TSG101 interaction to inhibit HIV-1 budding. Q99816. Fluorescence polarization, FITC-PTAP peptide / Tsg101 binding. Potency, µM (doses to about 115 µM), for the others: top-dose activity change, negative = inhibition, hits mostly inhibitors. 340,000 tested, under 10 active. AID 493005; active means well fitted inhibition curve with a large enough effect in the main read-out, with a control signal flat, not every such curve was filed as active; inconclusive means small, poorly fitted or top-dose-only effect, or effect the other way, or a change in a side signal; inactive means no such curve, though single readings can be large or run the other way; further: potency means the concentration at half of the fitted maximal effect; % of control where 0% means no effect
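FP read-out: FITC-PTAP peptide, 50 nM final, binding Tsg101 binding domain, 10 uM final; 20 min, r.t.; 10 mM HEPES pH 7.5, 0.15 M NaCl, 0.01% Tween 20, 3 mM EDTA, 0.1 mM TCEP.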
Mito fusion yeast – inhibitors of mitochondrial division or activators of mitochondrial fusion; S. cerevisiae fusion-defective mutant growth rescue, CellTiterGlo 48 h; AID 485298; Potency, µM (series often up to 46.1 µM), without a hit: at the highest dose growth rescue (activation), hits mostly activators; 320,000 compounds, 0.23% hits;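 further: potency means the concentration at half of the fitted maximal effect; % of control where 0% means no effect; nearly all actives have a fitted effect of over 45% in size; temperature-sensitive fusion mutants such as fzo1-1 at 37 °C on non-fermentable ethanol glycerol medium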
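S. cerevisiae fusion-defective temperature-sensitive mutants (e.g. fzo1-1, mgm1-5) grown 48 h at 37C in YPEG (ethanol/glycerol non-fermentable) medium with 23 nl compound per well; growth rescue read as CellTiterGlo luminescence.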
Integrin act MD – activates integrin-mediated alleviation for muscular dystrophy | 350,000 compounds, 0.064% hits | alpha7betagal myoblasts, beta-gal FDG fluorescence, 48 h | Potency, µM (doses to about 38.3 µM), without a hit: at the highest dose activation, most hits filed as activators;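 further: potency means the concentration at half of the fitted maximal effect; 100% = response of the positive control SU9516; nearly all actives have a fitted effect of over 60% in size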
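alpha7betagal+/- myoblasts (passage 13, 250/well) treated 48 h at 37C with compounds at 1:260 dilution of DMSO stock. Lysed, then beta-galactosidase activity read as FDG fluorescence (ex 480/em 540) after 30 min, with pre-read for autofluorescence.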
Eya2 inh – inhibitors of human Eya2 phosphatase activity; 330,000 compounds, 0.006% hits; AID 488837; Potency, µM (series often up to 76.9 µM), without a hit: at the top dose activity, negative = inhibition, hits mostly inhibitors; recombinant Eya2, OMFP fluorescence dephosphorylation (OMFP is methylfluorescein phosphate); further: potency means the concentration at half of the fitted maximal effect; on the % scale 0 is the no-effect control and ±100 the full control effect
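Eya2 (0.2 uM) preincubated 10 min at ambient with compound, then OMFP substrate added at 50 uM; 10 min reaction in 50 mM HEPES pH 7.5, 50 mM NaCl, 5 uM MgCl2, 0.05% BSA, 1 mM DTT. Fluorescence read at Ex 485/Em 525 nm.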
ELG1 repair inh – ELG1-dependent DNA repair inhibition; HEK293T ELG1-luciferase reporter, luminescence, 16 h; DNA damage induced by 5-fluorouridine; Potency, µM (series often up to 46.1 µM), without a hit: at the highest dose activity change, negative = inhibition, actives largely listed as inhibitors; 330,000 compounds, 2.3% hits; AID 504467; further: potency means the concentration at half of the fitted maximal effect; on the % scale 0 is the no-effect control and ±100 the full control effect; nearly all actives have a fitted effect of over 55% in size
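Step one: seed 2,000 cells per well. Step two: pin-transfer compound or DMSO alongside 5-fluorouridine. Step three: incubate 16 hr, 37 °C, 5% CO2. Step four: add ONE-Glo, wait 30 min, read luminescence.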
TCR act – T cell receptor activation. primary human leukocytes, anti-CD3, IL-2 HTRF, 48 h. Potency, µM (titrated, usually from 9.22 µM), for the others: at the top dose activation of IL-2 secretion, hits mostly activators. 330,000 tested, under 10 active; further: % of control where 0% means no effect
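Primary human leukocytes receive a-CD3 beads and test compound and are incubated 48 hr. Secreted IL-2 is then assayed by HTRF, measuring 665nm acceptor emission after 320nm excitation of the europium donor.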
Active calls of the source: *; ? = inconclusive; / = no result given; [ ] = dose if it differs, or a comment. Unless noted, the call rests on the fitted dose curve; in most records, active means well fitted curve in the direction sought with a large enough effect; inconclusive means small, poorly fitted or top-dose-only effect, or another doubt; inactive means no such curve, though single readings can be large; an effect the other way counts as inactive or inconclusive. The order is random (roughly 3.2% active in at least one column).

SMILES	BCR signal inh	A-T KAP1 phos	S-ASM inh	TSHR antagonist	Tb PFK block	PTAP TSG101 blk	Mito fusion yeast	Integrin act MD	Eya2 inh	ELG1 repair inh	TCR act
O=C1CN(C(=O)CSc2nc(-c3ccc(Cl)cc3)cs2)c2ccccc2N1	-2%	5%	4%	-3	-2%	-2%	?	17%	8%	?	-5%
COc1ccccc1N(C(=O)CNC(=O)c1ccco1)C(C(=O)NC1CCCC1)c1ccncc1 (centres undefined)	-4%	/	3%	6	-3%	-3%	6%	7%	-8%	16%	13%[46.1 µM]
O=C(N/N=C/c1ccc(-c2ccccc2[N+](=O)[O-])o1)[C@H]1C[C@@H]1c1ccccc1	?	19%	-6%	9	0%	-2%	?	-31%	1%	?	-10%[46.1 µM]
CCO[C@@H]1c2c(ccc3ccc(=O)oc23)OC(C)(C)[C@@H]1O	-4%	0%	0%	6	-9%	-5%	1%	13%	0%	0%	-9%
Cc1ccc(OCCn2cc(/C=C(\C#N)C(=O)NCC3CCCO3)c3ccccc32)cc1C (centres undefined)	4%	-5%	1%	7	-1%	0%	19%	8%	-8%	?	-4%[46.1 µM]
NC(=O)/C(=N\O)c1ccccc1	0%	-6%	3%	-3	-3%	-3%	-1%	44%	1%	0%	4%
Cc1ccccc1OCCCn1c(CO)nc2ccccc21	-13%	7%	1%	-4	-8%	-1%	8%	3%	8%	0%	-8%
O=C(COC(=O)Cn1cc(C(F)(F)F)ccc1=O)Nc1ccc(Br)cc1F	5%	-3%	0%	6	1%	-3%	-9%	17%	14%	14%	-11%
COc1ccc(Cl)cc1NC(=O)CN1CCC(n2nnc3cc(C)ccc32)CC1	-10%	2%	-2%	-28	0%	-5%	9%	5%	-8%	21µM*	-1%
Cc1cccn2c(=O)c(C=C(C#N)C#N)c(N3CCN(c4ccccc4)CC3)nc12	-1%	5%	30%	-13	6%	-5%	?	?	-19%	10%	-1%
O=C(C1CC(=O)N(c2ccccc2)C1)N1CCN(C2=NS(=O)(=O)c3ccccc32)CC1 (centres undefined)	?	3%	-2%	8	1%	/	4%	-2%	8%	4%	/
CCN(CC)S(=O)(=O)c1ccc(C)c(NC(=O)COc2ccc(Cl)cc2Br)c1	1%	1%	-1%	7	4%	-1%	-5%	-32%	3%	9%	-3%[46.1 µM]
N#Cc1nc(-c2ccc(Cl)cc2)oc1N1CCCCC1	?	12%	51%[activator]	-1	0%	-6%	2%	18%	-15%	-7%	1%
O=C(NCc1ccncc1)C(=O)NCC1OCCN1S(=O)(=O)c1ccc(F)cc1 (centres undefined)	-5%	3%	-1%	-3	-27%	-4%	-2%	-7%	1%	-3%	-2%
CCOc1cc(NC(=O)c2ccccn2)c(OCC)cc1NC(=O)c1ccc(Cl)cc1	1%	-1%	12%	-3	0%	0%	-2%	0%	12%	-2%	/
O=C(CSc1ncccc1C(=O)O)c1cccc(C(F)(F)F)c1	6%	-4%	-1%	7	-4%	-2%	1%	4%	-4%	?	-4%
Cc1c(C(=O)N2CCN(C(=O)c3ccco3)CC2)sc2nc(-c3ccc(F)cc3)cn12	3%	6%	-1%	-3	-9%	0%	2%	8%	7%	?	-4%
CCOc1ccccc1NC(=O)CCC(=O)Nc1ccccc1OCC	?	4%	2%	11	-8%	-1%	-2%	7%	9%	?	-3%
Cc1cnc(C(=O)Nc2ccc(C(C)C)cc2)cn1	-1%	5%	-2%	-4	-1%	1%	13%	-5%	0%	?	0%
Cc1cccc(OCC(=O)NNC(=O)CCc2ccccc2)c1	4%	5%	2%	12	-4%	-4%	0%	-16%	-11%	17%	-1%
CN(c1ccc(Br)cc1)S(=O)(=O)c1ccc2[nH]cc(C(=O)NCCN3CCOCC3)c(=O)c2c1	0%	1%	-13%	3	-2%	0%	-1%	5%	1%	-12%	7%
CC(C)CCn1c(=O)c2ccccc2n2c(CCl)nnc12	?	-3%	1%	0	-1%	0%	1%	-60%[inhibitor]	8%	?	-26%
CCc1cc2cc(C)cc(C)c2nc1Cl	-1%	3%	-1%	4	0%	-1%	3%	13%	-2%	4%	2%
CCOc1ccc(CCNC(=O)CCC(=O)N2CCOc3ccccc32)cc1OCC	?	1%	7%	6	-2%	-8%	-3%	-9%	15%	-13%	0%
Cc1ccc(-n2[nH]c(C)c(/C=N/c3ccccn3)c2=O)cc1	?	3%	-3%	1	-3%	-1%	1%	-8%	-9%	3%	/

Further structures follow:
SMILES	BCR signal inh	A-T KAP1 phos	S-ASM inh	TSHR antagonist	Tb PFK block	PTAP TSG101 blk	Mito fusion yeast	Integrin act MD	Eya2 inh	ELG1 repair inh	TCR act
COc1ccc(S(=O)(=O)NC(C)C(=O)N2CCCC2)cc1C (centres undefined)	-4%	2%	3%	2	2%	-2%	-2%	-10%	8%	16%	-1%
CCOC(=O)CSC1=Nc2ccccc2C2=NC(CC(=O)NCc3ccc(OC)cc3)C(=O)N12 (centres undefined)	7%	5%	17%	3	-3%	-4%	5%	1%	8%	-5%	7%
CCOc1ccc(S(=O)(=O)N(CC(=O)NN=C2CCN(C)CC2)c2ccc(C)cc2)cc1	?	-6%	3%	17	0%	/	-1%	7%	1%	-1%	3%
CN1CCN(S(=O)(=O)c2ccc(N3CCN(S(=O)(=O)c4cccs4)CC3)nc2)CC1	4%	3%	7%	-6	-2%	2%	-3%	-2%	-9%	-15%	4%
O=C(c1ccc(-n2cccn2)cc1)N1CCc2ccccc2C1	4%	-7%	0%	-12	2%	-2%	-1%	6%	-5%	?	7%
COc1ccc(-n2c(Cn3nc(C(F)(F)F)cc3C)n[nH]c2=S)cc1	5%	-13%	1%	6	-2%	0%	-1%	-4%	4%	12%	3%[46.1 µM]
COc1ccc(C(=O)c2c[nH]c(C(=O)NCC3CCCO3)c2)cc1 (centres undefined)	-13%	/	5%	17	-4%	-3%	0%	-27%	-10%	14%	-3%
O=C(Nc1ccc(S(=O)(=O)N2CCOCC2)cc1)C1CC(=O)N(c2ccc(F)cc2)C1 (centres undefined)	2%	15%	2%	8	-27%	2%	1%	13%	-8%	9%	8%
CCOc1cc(CN2CCCCC2)ccc1OC	0%	-6%	6%	-4	-7%	-4%	5%	22%	8%	11%	4%
Cc1ccc(CN2C(=O)CCC2C(=O)NCc2ccc(F)cc2)cc1 (centres undefined)	?	-7%	0%	12	-8%	-10%	-3%	1%	11%	4%	4%
COc1ccc(C(CNC(=O)c2cccn2C)N2CCOCC2)cc1 (centres undefined)	?	-9%	3%	27	-3%	0%	-4%	-1%	5%	?	/
CCc1ccccc1NC(=S)NC1CC2CCC(C1)N2Cc1ccco1 (centres undefined)	-4%	7%	5%	-21	0%	-3%	-7%	-40%	3%	0%	7%
Cc1ccc(-c2csc(NC(=O)COC(=O)c3cccc(S(=O)(=O)N4CCOCC4)c3)n2)cc1	?	-1%	-11%	-1	1%	-6%	-3%	7%	0%	?	/
O=C(CNCc1cccnc1)Nc1cc(C(F)(F)F)ccc1N1CCOCC1	-3%	-2%	4%	-3	-3%	1%	?	-17%	-9%	-14%	9%
COc1ccc(-c2c(C#Cc3ccsc3)c3cc(Br)ccc3n2C)cc1	4%	8%	73%[activator]	-1	0%	1%	3%	-16%	4%	11%	1%
CCOC(=O)Nc1ccc(OCc2nnc3c4ccccc4c(C)nn23)cc1	?	2%	-3%	-1	21%	-1%	8%	26%	3%	-11%	-6%
O=C1C=C(N2CCCCCC2)C2(CCCCC2)O1	3%	1%	3%	29	0%	-11%	6%	-13%	-6%	-1%	2%
CC(=O)OC1c2c(ccc3ccc(=O)oc23)OC(C)(C)C1OC(=O)CC(C)C (centres undefined)	6%	4%	-3%	-8	-2%	-3%	-5%	15%	-3%	-7%	-2%
CCN1CCN(C(=O)N[C@@H](C(=O)N[C@@H]2C(=O)N3[C@@H]2SC(C)(C)[C@@H]3C(=O)O)c2ccccc2)C(=O)C1=O	-1%	-9%	/	12	-4%	/	-2%	/	6%	2%	/
